# Assay outcomes (PubChem BioAssay)
# HBB splice mod: modulators of hemoglobin beta chain splicing; Potency, µM (highest dose often 46.1 µM), inactives show top-dose activation, usual class: activators; AID 925; HBB splicing reporter cell assay, activation; EGFP reporter with mutant IVS2-654 intron; response scale: normalised to 500 nM splice-correcting PNA; actives 0.06% (n = 65,000); also: potency is read from the fitted curve at half-maximal effect; 0% is about no effect
#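 Compounds were applied for 2 days to HeLa EGFP-654 cells, 500/well in Optimem with 2% FCS. The reporter's EGFP is disrupted by mis-splicing of beta-globin intron IVS2-654. Readout: summed well GFP fluorescence from 488 nm laser scanning; reference was 500 nM antisense […] 654 PNA.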
# Ub-GFP proteasome: ubiquitin-GFP accumulation via proteasome inhibition; Ubiquitin-GFP reporter cells, proteasome inhibition, GFP fluorescence; response scale: untreated = 0%, 10 µM MG-132 = 100%; Potency, µM (top dose mostly 45.9 µM), for the others: at the top dose activation (GFP accumulation), actives largely listed as activators; 67,000 tested, under 10 active; AID 526; active = well fitted activation curve with a large enough effect, not every such curve was filed as active; inconclusive = small, poorly fitted or top-dose-only effect, or another doubt; inactive = no such curve, though single readings can be large or run the other way; also: potency is read from the fitted curve at half-maximal effect
#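 GFP accumulation read-out: laser plate cytometry counting ubiquitin(G76V)-GFP-expressing U2OS cells after 4 hr compound exposure at 37 °C. Titrations spanned 46 uM to 2.9 nM; 0% = basal, 100% = 10 uM MG-132; concentration-response curves fitted.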
# CRE-bla Fsk: alters forskolin-stimulated CRE reporter signaling in CHO cells; Potency, µM (highest dose often 38.2 µM), inactives show top-dose activity change, negative = inhibition, usual class: activators; CHO CRE-bla reporter (cAMP response element driving beta-lactamase), forskolin EC10, beta-lactamase ratio; actives 2.5% (n = 71,000); active = well fitted activation curve with a large enough effect in the signal ratio, with a control signal flat, not every such curve was filed as active; inconclusive = small, poorly fitted or top-dose-only effect, or effect the other way, or a change in a side signal; the % refers to the signal ratio; also: potency is read from the fitted curve at half-maximal effect; % of control where 0% means no effect
#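 CRE-bla CHO cells stimulated with EC10 NKH 477 (water-soluble forskolin) and compound titrations, 3 h at 37C; beta-lactamase read with CCF4 after 2 h at room temperature. Activity from 460/530 nm emission ratio, AC50 values for positive or negative modulation.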
# A350 autofl: compounds fluorescent in Alexa 350 spectral region; actives 11% (n = 59,000); max dye-equivalent concentration, M; Compound autofluorescence, 340/450 nm, Alexa 350 dye-equivalents; active compounds read high; AID 590; in the data active = max dye-equivalent concentration above about 10 nM; inconclusive = mostly about 1.1 nM to 9.6 nM
# DNA Pol III inh: DNA polymerase III holoenzyme inhibition; reconstituted DNA polymerase III holoenzyme replication, biochemical; Potency, µM (highest dose often 57.1 µM), for the others: at the top dose activity change, negative = inhibition; actives 0.25% (n = 71,000); AID 603; also: potency is read from the fitted curve at half-maximal effect; % is scaled to controls: 0 for no effect and ±100 for the full control effect
#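 Reconstituted *E. coli* holoenzyme (0.35 nM Pol III, 1 nM beta, 154 nM SSB, 2 nM primase) was preincubated with compound for 15 min at RT. Synthesis on 1.4 nM ssM13Gori ran 35 min, then was stopped with PicoGreen/EDTA and read as dsDNA fluorescence.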
# BRCT inh green: blocks human BRCA1 BRCT binding to phosphopeptide, green readout; P38398; BRCA1 BRCT-phosphopeptide binding, green fluorescence polarization; Potency, µM (highest dose often 76.9 µM), inactives show top-dose activity change, negative = inhibition, hits mostly inhibitors; actives 0.05% (n = 75,000); AID 875;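 also: potency is read from the fitted curve at half-maximal effect; plate controls were peptide without protein for full effect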
# Target sequence (P38398 whole entry, looked up): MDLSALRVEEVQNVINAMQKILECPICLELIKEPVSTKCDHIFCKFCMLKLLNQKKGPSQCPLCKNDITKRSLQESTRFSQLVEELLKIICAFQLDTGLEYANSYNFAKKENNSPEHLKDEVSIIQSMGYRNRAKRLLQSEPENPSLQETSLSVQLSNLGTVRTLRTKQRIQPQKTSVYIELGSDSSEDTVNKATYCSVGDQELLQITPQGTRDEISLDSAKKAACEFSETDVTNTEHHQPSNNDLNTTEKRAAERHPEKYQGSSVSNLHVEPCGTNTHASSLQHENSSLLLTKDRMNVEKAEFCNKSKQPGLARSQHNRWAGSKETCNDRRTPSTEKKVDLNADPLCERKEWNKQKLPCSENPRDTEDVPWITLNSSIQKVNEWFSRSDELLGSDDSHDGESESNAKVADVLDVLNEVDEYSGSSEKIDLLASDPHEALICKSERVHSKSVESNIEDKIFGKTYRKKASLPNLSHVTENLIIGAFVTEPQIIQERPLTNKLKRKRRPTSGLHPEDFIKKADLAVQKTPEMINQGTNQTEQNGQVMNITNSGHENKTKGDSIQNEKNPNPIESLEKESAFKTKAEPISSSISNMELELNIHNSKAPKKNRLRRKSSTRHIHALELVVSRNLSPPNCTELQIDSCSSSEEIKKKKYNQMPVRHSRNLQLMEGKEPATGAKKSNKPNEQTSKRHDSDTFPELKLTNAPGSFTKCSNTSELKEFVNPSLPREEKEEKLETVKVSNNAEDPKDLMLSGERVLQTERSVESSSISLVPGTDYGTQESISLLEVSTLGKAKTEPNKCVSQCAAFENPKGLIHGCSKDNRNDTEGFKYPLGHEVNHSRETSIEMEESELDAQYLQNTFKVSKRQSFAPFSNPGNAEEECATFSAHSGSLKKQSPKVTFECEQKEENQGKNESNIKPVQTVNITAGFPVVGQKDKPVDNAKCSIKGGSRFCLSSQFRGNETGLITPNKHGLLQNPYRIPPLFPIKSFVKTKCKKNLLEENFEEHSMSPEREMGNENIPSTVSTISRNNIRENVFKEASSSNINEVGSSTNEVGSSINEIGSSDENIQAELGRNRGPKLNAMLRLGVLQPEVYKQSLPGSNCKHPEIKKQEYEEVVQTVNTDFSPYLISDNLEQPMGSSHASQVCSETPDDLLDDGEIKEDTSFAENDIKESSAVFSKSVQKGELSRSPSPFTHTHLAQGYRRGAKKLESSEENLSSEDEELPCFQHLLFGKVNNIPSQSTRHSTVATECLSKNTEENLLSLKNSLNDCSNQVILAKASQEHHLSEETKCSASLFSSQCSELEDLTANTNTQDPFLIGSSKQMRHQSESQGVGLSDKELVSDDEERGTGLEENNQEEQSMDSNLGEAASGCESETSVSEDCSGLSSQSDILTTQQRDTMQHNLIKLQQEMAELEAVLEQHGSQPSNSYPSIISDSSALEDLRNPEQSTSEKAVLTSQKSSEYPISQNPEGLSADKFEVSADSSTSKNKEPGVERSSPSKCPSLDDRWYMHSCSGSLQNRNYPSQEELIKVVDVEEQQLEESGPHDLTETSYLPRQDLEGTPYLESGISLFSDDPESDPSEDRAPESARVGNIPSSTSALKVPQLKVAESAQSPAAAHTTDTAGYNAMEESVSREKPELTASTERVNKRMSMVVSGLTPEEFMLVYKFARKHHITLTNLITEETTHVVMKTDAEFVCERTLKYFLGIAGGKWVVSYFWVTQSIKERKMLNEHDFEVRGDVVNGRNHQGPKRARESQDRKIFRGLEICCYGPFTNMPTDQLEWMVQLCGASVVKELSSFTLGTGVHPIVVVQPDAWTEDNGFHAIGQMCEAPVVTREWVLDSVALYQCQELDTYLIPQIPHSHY
#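 Fluorescence polarization: His-tagged BRCT (~35 kDa BRCA1 C-terminus, 250 nM) bound to 100 nM fluorescein-labeled phosphorylated 10-aa BACH1 peptide, pH 7.3 phosphate buffer with DTT and Tween 20. Compounds incubated 12 min at room temperature; inhibition read as lowered polarization.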
# Epigenetic mod: epigenetic modulators derepressing GFP locus in mouse cells | mouse C127i GFP locus derepression, cytometry, 30 h | Potency, µM (series often up to 46.1 µM), without a hit: top-dose GFP derepression (activation) | actives 0.09% (n = 68,000); also: % of control where 0% means no effect
#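 Murine C127i mammary cells carrying a silenced, stably integrated CMV-driven GFP reporter were treated with compound for 30 hours at 37 C. After PBS washes, GFP-positive cells were counted by laser-scanning microplate cytometry.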
# Hsp90 Hop PPI: changes Hsp90-Hop TPR2A binding signal, up or down. AlphaScreen TPR2A-His6 binding biotin-Hsp90 C-terminal peptide. Potency, µM (highest dose often 57 µM), inactives show at the top dose activity change, negative = inhibition. actives 0.44% (n = 71,000). AID 595; active = well fitted curve in either direction with a large enough effect; inconclusive = small, poorly fitted or top-dose-only effect, or another doubt; also: potency is read from the fitted curve at half-maximal effect; % is scaled to controls: 0 for no effect and ±100 for the full control effect; many of its hits are not listed in these tables
# BRCT inh red: BRCT-phosphoprotein interaction inhibition (red fluorophore) | BRCT-phosphopeptide binding, red fluorescence polarization | actives 0.03% (n = 75,000) | Potency, µM (titrated, usually from 76.9 µM), for inactives: at the top dose activity change, negative = inhibition, actives largely listed as inhibitors | P38398; also: % is scaled to controls: 0 for no effect and ±100 for the full control effect
#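 Fluorescence polarization: 100 nM His-tagged BRCA1 BRCT with 100 nM TAMRA-labelled phospho-BACH1 decapeptide, phosphate buffer pH 7.3 with 150 mM NaCl, DTT, 0.01% Tween 20; 12 min RT. Binding inhibition seen as FP decrease.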
# 15-hLO inh: inhibitors of human 15-lipoxygenase (ALOX15); P16050; Potency, µM (series often up to 57.1 µM), without a hit: at the highest dose activity change, negative = inhibition, hits mostly inhibitors; AID 887; actives 1.4% (n = 74,000); purified 15hLO-1, xylenol orange hydroperoxide absorbance; also: potency is read from the fitted curve at half-maximal effect; % is scaled to controls: 0 for no effect and ±100 for the full control effect; nearly all actives have a fitted effect of over 55% in size
#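 Inhibition is scored from a chromogenic endpoint. After 15 min enzyme-compound contact, arachidonic acid (50 uM final) reacts 6 min with 40 nM 15hLO-1 at room temperature, then Fe-XO reagent is added for 30 min and absorbance ratio recorded.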
# 4MU fluor: compound fluoresces in the 4-MU spectral region; compound autofluorescence, 340/450 nm, 4-MU equivalents; active compounds read high; max dye-equivalent concentration, M; actives 11% (n = 59,000); AID 589; in the data active = max dye-equivalent concentration above about 10 nM; inconclusive = mostly about 1.1 nM to 9.6 nM
#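 Compounds in 100 mM Tris, pH 8.0, sat 15 min at room temperature before fluorescence was read at 340 nm excitation/450 nm emission; a per-plate six-point 4-MU standard curve converted signals to dye-equivalent concentration at each compound concentration.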
# The depositor's hits bear a star; i = inactive; u = inconclusive; x = no result given; [ ] = remark or other dose. Unless noted, calls follow the shape of the dose curve; as a rule, active = well fitted curve in the direction sought with a large enough effect; inconclusive = small, poorly fitted or top-dose-only effect, or another doubt; inactive = no such curve, though single readings can be large; an effect the other way counts as inactive or inconclusive.
nr | Compound | HBB splice mod | Ub-GFP proteasome | CRE-bla Fsk | A350 autofl | DNA Pol III inh | BRCT inh green | Epigenetic mod | Hsp90 Hop PPI | BRCT inh red | 15-hLO inh | 4MU fluor
1 | c1ccc(CSc2nnnn2-c2ccc3c(c2)OCCO3)nc1 | x | -6% | 4% | i | -7% | 0.7% | -2% | 0% | -0.3% | -3% | i
2 | CC(C)(C)n1nnnc1C(c1cccnc1)N1CCN(C(=O)c2ccco2)CC1 (configuration not stated) | 0.1%[57.5 µM] | -1% | -1% | i | 0% | 0.6% | 0% | -1% | -0.8% | 2% | i
3 | C=C1CC[C@H](O)C/C1=C/C=C1\CCC[C@]2(C)[C@H]1CC[C@H]2[C@@H](C)/C=C\[C@@H](C)C(C)C | 0.8%[20.6 µM] | 9%[20.5 µM] | -2%[17.1 µM] | i | -2%[25.6 µM] | -0.7%[34.4 µM] | -2%[20.6 µM] | -3%[26 µM] | 0.6%[34.4 µM] | u | i
4 | Cn1c(NCc2ccco2)nc2c1c(=O)n(Cc1ccc(Br)cc1)c(=O)n2C | -0.3% | -2% | 21% | i | 3% | 1.6% | -1% | -12% | 1.6% | -17% | i
5 | Brc1ccc(CSc2ncnc3nc[nH]c23)cc1 | -0.2% | 11% | 3% | x | -9% | -1.7% | x | -6% | 1.6% | -8% | x
6 | Cc1cc(NC(=O)CSc2nc3ccccc3n2CC(=O)N2CC(C)CC(C)C2)no1 (configuration not stated) | -2.1% | -20% | 7% | i | -1% | -3.0% | 1% | -2% | 1.0% | -2% | i
7 | CC(=O)c1cccc(NC(=O)CCNS(=O)(=O)c2cccc3nsnc23)c1 | -0.3% | 9% | -6% | i | -3% | 0.9% | 1% | 0% | 0.6% | 12% | i
8 | COc1cccc(C2N(c3cccc(Cl)c3)C(=O)C3CCCN32)c1 (configuration not stated) | 0.7% | -12% | -7% | x | -2% | -1.1% | -3% | 1% | -3.3% | 6% | x
9 | CCn1c(N2CCN(CC(=O)c3c[nH]c4ccccc34)CC2)nc2c1c(=O)[nH]c(=O)n2C | 3.6%[1.84 µM] | 10% | 28% | i | -4% | 2.4% | 0% | -5% | -0.7% | -16% | i
10 | COc1ccc(CNC(=O)c2ccc(N3CCCC3=O)cc2)cc1 | -0.6% | -5% | 3% | 1.3e-08M* | -3% | -0.3% | 3% | -2% | -0.7% | 5% | 1.3e-08M*
11 | Cc1ccc(S(=O)(=O)NCCCNS(C)(=O)=O)cc1 | 5.4% | -1% | -7% | u | -2% | -0.1% | 3% | 0% | 1.2% | 9% | i
12 | CC(=O)Nc1ccc(S(=O)(=O)N2CCSC2c2ccc(Cl)cc2)cc1 (configuration not stated) | x | 4% | 2% | i | -3% | -1.2% | -2% | -1% | -0.6% | -13% | i
13 | COC(=O)[C@@]1(Cc2ccc(F)cc2)[C@H]2c3cc(C(=O)N4CCCC4)n(Cc4cc(C)n(C)n4)c3C[C@H]2CN1C(=O)c1ccccc1 | -1.8% | x | u | x | 5% | -0.1% | x | -12% | -0.6% | x | x
14 | COc1ccc(CCNc2oc(COc3ccccc3F)nc2C#N)cc1 | -0.2% | 10% | u | i | 0% | 6.2% | 0% | -27% | -0.3% | -21% | i
15 | CCOc1ccccc1C(=O)Nc1nncs1 | -3.1% | 29% | 13µM* | i | -8% | -0.1% | 1% | -2% | -0.3% | 9% | i
16 | O=C(CCCN1CCC(O)(c2ccc(Br)cc2)CC1)c1ccc(F)cc1 | -1.0%[20.6 µM] | -2%[20.5 µM] | -3%[17.1 µM] | u | 1%[25.6 µM] | -0.4%[34.4 µM] | 2%[20.6 µM] | -1%[26 µM] | -0.9%[34.4 µM] | 2%[25.6 µM] | u
17 | Cc1cccc(Nc2ncc3c(n2)CC(C)CC3=O)c1 (configuration not stated) | 3.1%[0.369 µM] | x | 3% | u | -3% | -1.3% | -2% | -3% | 1.3% | -21% | i
18 | Cc1nc(NCCN2CCOCC2)c2nnn(Cc3c(F)cccc3Cl)c2n1 | x | -3% | 4% | i | -5% | 0.9% | -1% | -3% | -0.7% | 13% | i
19 | Cc1nc(NC(=O)CSc2nnc(C)n2CC2CCCO2)sc1C (configuration not stated) | x | 4% | -1% | i | -4% | 0.1% | -4% | -1% | 0.5% | -1% | i
20 | COc1ccc(-c2nnc(SCc3nnc(-c4ccccc4)o3)n2-c2ccccc2)cc1 | 0.4%[0.0738 µM] | 12%[9.17 µM] | u | x | -8%[11.4 µM] | 1.2% | -2% | -10%[11 µM] | 0.3% | -1%[11.4 µM] | x
21 | O=C(C1CCCN(S(=O)(=O)c2ccccc2)C1)N1CCN(c2ncccn2)CC1 (configuration not stated) | x | -2% | 4% | i | -1% | 0.8% | -1% | -2% | 0.6% | -1% | i
22 | Cc1ccccc1N1C(=O)CC(N2CCC(C(N)=O)CC2)C1=O (configuration not stated) | 0.5% | -3% | 0% | i | 2% | 0.5% | 3% | -6% | 0.2% | 3% | i
23 | O=c1[nH]c2ccc(S(=O)(=O)N3CCCCC3)cc2[nH]1 | x | 4% | -2% | i | -10% | 0.6% | -3% | 1% | 1.0% | -2% | i
24 | COc1ccc(-c2nnnn2CCc2ccccc2)cc1 | 1.2% | -5% | -5% | i | 2% | 2.0% | 7% | 0% | -0.4% | -3% | i
25 | Cc1cc(=O)oc2cc(NC(=O)CCCC(=O)O)ccc12 | -1.0% | -7% | -2% | 1.2e-07M* | -4% | -3.1% | 2% | 1% | -6.0% | 0% | 1.3e-07M*
26 | CC1Cc2nc(SCC(=O)NCc3ccco3)n(-c3ccccc3)c(=O)c2S1 (configuration not stated) | 0.0% | 13% | 16% | x | -3% | -1.0% | x | -4% | 0.1% | 8% | x
27 | NCc1ccc(C(=O)O)cc1 | 3.5%[9.22 µM] | 2%[9.17 µM] | -1%[7.6 µM] | i | -10%[11.4 µM] | -1.8%[15.4 µM] | 7%[9.22 µM] | -7%[11 µM] | 0.1%[15.4 µM] | -1%[11.4 µM] | i
28 | Cn1c(CCN2CCN(c3ccc(F)cc3)CC2)nc2cc(NC(=O)c3ccco3)ccc21 | -2.0%[57.5 µM] | 1% | -16% | i | -2% | -0.7% | 0% | u | -2.2% | -7% | i
29 | CCC1(CC)C(=O)N(C)C(=O)NC1=Nc1ccccc1 | x | -2% | -3% | i | -4% | -0.6% | -2% | 0% | -0.6% | 7% | i
30 | O=[N+]([O-])c1cccc2c[nH]nc12 | x | -7% | 3% | x | 16µM* | -8.1% | -1% | -13% | -18% | -4%[25.6 µM] | x
31 | Nc1nc(-c2cccs2)cs1 | 1.9%[9.22 µM] | 2%[9.17 µM] | 18%[7.6 µM] | 1.4e-08M* | -10%[11.4 µM] | -0.1%[15.4 µM] | -2%[9.22 µM] | -5%[11 µM] | -0.3%[15.4 µM] | -7%[11.4 µM] | 1.2e-08M*
32 | O=C(NCc1cccnc1)c1cccc2c1C(=O)N(C1CCCCC1)C2 | -0.8% | 19% | u | i | -5% | 1.7% | 0% | -5% | 0.9% | -2% | i
33 | O=C(NCCc1ccccc1)C1CCN(S(=O)(=O)N2CCCC2)CC1 | -0.5% | -1% | -10% | u | -7% | -0.2% | -2% | -5% | 0.1% | -5% | i
34 | Cc1ccc(NC(=O)CSc2nnc(-c3ccncc3)n2N)cc1C | 2.8%[1.84 µM] | 20% | 21% | u | 3% | 0.2% | -2% | -5% | 1.0% | 2% | 2.5e-08M*
35 | COC(=O)CS(=O)(=O)c1ccc2c(c1)CC(=O)N2 | -1.2% | 5% | -13% | u | -4% | -1.1% | 2% | -4% | 0.4% | -3% | u
36 | CN1CCN(CCCNC(=O)c2cn(C3CCCCC3)c(=O)c3c2c2ccccc2n3C)CC1 | -4.7% | -11% | 11% | 3.2e-07M* | 0% | 1.2% | 0% | -4% | -2.1% | -9% | 3.4e-07M*
37 | COC(=O)[C@@]1(Cc2ccc(F)cc2)[C@H]2c3cc(C(=O)N4CCCC4)n(Cc4ccc(Cl)c(C(F)(F)F)c4)c3C[C@H]2CN1C(=O)c1ccccc1 | -0.4% | x | u | x | -16% | 1.3% | x | -9% | -0.8% | x | x
38 | COCCN1CC(=O)N(c2cccc(C)c2C)C(c2ccc(Cl)cc2)C1=O (configuration not stated) | x | 6% | 1% | i | -6% | -2.0% | -2% | -2% | -0.7% | 6% | i
39 | COc1ccc(N2C(=O)C3CCCN3C2c2cccc(Br)c2)cc1 (configuration not stated) | 0.4% | -3% | -9% | x | -1% | 0.1% | 0% | -4% | 0.4% | -1% | x
